High-throughput results: PubChem BioAssay, several laboratories
MT1-MMP act inh: inhibitors of human MT1-MMP activation | 0.061% of 360,000 active | P50281 | HT1080 RFP-PRO-GFP cells, GFP/RFP ratio fluorescence, overnight; percent of plate control window, DMSO zero | GFP/RFP ratio change, % at 20 µM;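 active = GFP/RFP ratio change of at least 30% with cell ATP level not reduced by more than half and red fluorescence within 50% of control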; note: strong numbers were not always called active
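Assay system: HT1080 RFP-PRO-GFP cells. Benchmarks: DMSO vehicle wells and RFP-L50D-GFP reporter cell wells. Times: overnight cell settling, then overnight compound exposure, 37 °C, 5% CO2. Compound: 20 µM single dose, 1% DMSO. Read-out basis: GFP/RFP fluorescence ratio.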
FAS-TE inh: inhibitors of human fatty acid synthase thioesterase domain; P49327; recombinant FAS-TE, OMFH fluorogenic substrate, fluorescence endpoint; inhibition, % at 15 µM; 0.67% of 360,000 active;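 active = compounds whose normalised, plate-corrected inhibition of enzyme fluorescence in the single-dose primary screen is 50% or more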;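 note: 0% = DMSO with enzyme and 100% = substrate without enzyme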
E coli Lon inh: inhibits E. coli Lon protease; 0.42% of 360,000 active; inhibition, % at 7.94 µM; AID 602123; purified E. coli Lon protease, fluorescence polarization; in the data active = inhibition above about 13%, passing the limit was not always enough;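 note: 0% = enzyme with probe and DMSO and 100% = no enzyme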
Rpn11 block: Rpn11 (human) deubiquitinase inhibition; O00487; human 26S proteasome, Ub4-pepOG fluorescence polarization; 20S core pre-blocked with epoxomicin; calls only at 20 µM; 0.59% of 360,000 active; AID 588493;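 active = inhibition at 20 µM, scaled to each plate's controls, above about 33%, limit read from the data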
MsrA act: activates bovine MsrA enzyme. activation, % at 10.6 µM. purified bovine MsrA, absorbance read-out. AID 602163. 0.3% of 360,000 active; in the data active = activation above about 7.5%;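 note: 0% = vehicle and 100% = reference activator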
MLLE-PAM2 inh: inhibitors of microRNA-mediated deadenylation, human PABP1 MLLE binding; P11940; GST-MLLE / FITC-PAM2 fluorescence polarization; inhibition, % at 20 µM; 0.36% of 360,000 active; in the data active = inhibition above about 35%, passing the limit was not always enough;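 note: plate controls were DMSO wells with GST-MLLE for no effect and wells lacking GST-MLLE protein for full effect; some results filed as inactive read as strong as hits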
CSN inh: blocks human CSN-mediated cullin deneddylation | Q92905 | Purified CSN, SCF-Nedd8-OG deneddylation, fluorescence polarization | inhibition, % at 12.5 µM | 0.38% of 360,000 active | AID 651999;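 active = pattern-corrected inhibition above about 35%, with an unprinted fluorescence ratio check between 0.5 and 1.5, limit read from the data, passing the limit was not always enough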;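 note: 0% = enzyme with substrate and 100% = substrate without enzyme; some results filed as inactive read as strong as hits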
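Assay system: Purified human Csn5 enzyme expressed in HEK293T cells | Amount: Enzyme 0.24 nM | Measured by: Fluorescence polarization readout | Medium: Tris/NaCl/DTT buffer, pH 7.5 | Compound dosing: One concentration, 12.5 µM, 0.25% DMSO | Times: 90 min incubation of compound, enzyme and substrate at room temperature | Control set: no-enzyme wells high, enzyme-with-substrate wells low | Read-out: % inhibition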
Rin1-Abl PPI inh: blocks binding of human Rin1 to Abl | inhibition, % at 7.35 µM | TR-FRET Rin1/Abl binding, biochemical | AID 588664 | 0.4% of 360,000 active; in the data active = inhibition above about 5%, passing the limit was not always enough
MsrA inhibitor: inhibitors of bovine MsrA | purified bovine MsrA, absorbance read-out | inhibition, % at 15.5 µM | 0.75% of 360,000 active; in the data active = inhibition above about 4.5%;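 note: 0% = vehicle wells with enzyme and 100% = reference inhibitor wells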
* marks the source's active call; other numbers are inactive results; i = inactive; . = no result given.

SMILES	MT1-MMP act inh	FAS-TE inh	E coli Lon inh	Rpn11 block	MsrA act	MLLE-PAM2 inh	CSN inh	Rin1-Abl PPI inh	MsrA inhibitor
COc1ccc(CN(CC(O)COCc2ccccc2)S(=O)(=O)c2ccccc2Br)cc1OC (stereo not given)	-2	26	-4	i	-4	11	1	-3	-0.8
CCCCc1noc2c1/C(=N\O)CC(c1ccccc1)C2 (stereo not given)	-1	-8	-3	i	-4	5	-3	5	0.8
CC1(C)CC(=O)C2=C(C1)N(c1ccc(F)cc1)C(=O)C2(NC(=O)c1ccccc1F)C(F)(F)F (stereo not given)	7	-15	-4	i	-3	12	-2	0	2.3
O=C(CCc1nnc2ccc(NCc3ccco3)nn12)N1CCN(c2ccccc2F)CC1	-1	-5	6	i	-4	-20	1	3	0.1
Cc1cc(OCc2nc(-c3ccncc3)no2)cc(C)c1Cl	1	-3	1	i	-11	6	0	4	-0.8
CC(C)(C)NC(=O)C(c1ccc(-c2ccccc2)cc1)N(C[C@H]1CC[C@@H]([C@@H]2CC[C@H](CO)O2)O1)C(=O)c1ccc2ccccc2c1 (stereo not given in full)	-8	16	-1	i	1	6	2	-4	0.7
O=c1nc2n(c3cc(Cl)c(S(=O)(=O)N4CCOCC4)cc13)CCCCC2	5	0	-4	i	0	-5	-1	-1	-0.3
CCc1ccc(/C=C(\C#N)C(=O)NC2CCS(=O)(=O)C2)cc1 (stereo not given)	-1	16	8	i	-7	21	-1	0	0.8
CSc1nsc(SC)c1C(=O)Nc1ccc(C)cc1	-2	5	-7	i	-8	-6	-1	3	-0.4
N#CCSCC(=O)Nc1ccc(Br)cc1	-2	-3	-9	i	-8	14	4	4	-0.2
CCC(C)(NC(=O)CNC(C)=O)C(=O)NC1CCCCC1 (stereo not given)	-2	-6	-1	i	-8	1	5	1	2.1
COc1ccc(-c2ccc(-c3noc(-c4ccccc4F)n3)c(OC)n2)cc1	3	0	0	i	-4	-37	3	2	-1.5
COc1ccc(Nc2nc(OC)nc(OC)n2)cc1	-3	0	-4	i	-4	1	-3	-1	0.0
CCOc1cc(C(=O)OCC(=O)NC(C)c2ccccc2)ccc1OCC(=O)N1CCOCC1 (stereo not given)	-1	-2	7	i	-1	-72	-3	0	2.5
CCCn1c(SCC(=O)N2c3ccccc3Sc3ccccc32)nc2c1c(=O)n(C)c(=O)n2C	-4	20	12	i	1	-4	2	2	0.1
COc1cc(OC)cc(C(=O)NNC(=O)c2cc(S(=O)(=O)N3CCOCC3)ccc2F)c1	5	-7	4	i	-13	3	0	1	-0.9
CCOC(=O)C1CCN(CC(=O)N(CC(C)C)c2c(N)n(CC(C)C)c(=O)[nH]c2=O)CC1	3	-2	5	i	-1	-9	-2	1	0.6
CC(=NN=C(C)c1ccc(O)cc1)c1ccc(O)cc1	-5	-1	-12	i	-6	11	3	5	1.8
CCCCOc1ccc(C(=O)OCC(=O)Nc2cc(C)c(C)cc2[N+](=O)[O-])cc1	-5	15	4	i	-4	9	-1	-3	-1.8
CC(C)C(NC(=O)OCc1ccccc1)C(=O)N1CCOCCOCCOCC1 (stereo not given)	5	-2	1	i	-1	1	-3	2	-0.1

Entries of single compounds, looked up by structure. Order of screens: MT1-MMP act inh, FAS-TE inh, E coli Lon inh, Rpn11 block, MsrA act, MLLE-PAM2 inh, CSN inh, Rin1-Abl PPI inh, MsrA inhibitor
N#CCSCC(=O)Nc1ccc(Br)cc1 is listed as -2, -3, -9, i, -8, 14, 4, 4, -0.2
CC(=NN=C(C)c1ccc(O)cc1)c1ccc(O)cc1 is listed as -5, -1, -12, i, -6, 11, 3, 5, 1.8
COc1ccc(-c2ccc(-c3noc(-c4ccccc4F)n3)c(OC)n2)cc1 is listed as 3, 0, 0, i, -4, -37, 3, 2, -1.5

The results go on:
SMILES	MT1-MMP act inh	FAS-TE inh	E coli Lon inh	Rpn11 block	MsrA act	MLLE-PAM2 inh	CSN inh	Rin1-Abl PPI inh	MsrA inhibitor
Cc1ccc(S(=O)(=O)Oc2ccc(/C=N/NC(=O)c3c(Cl)cnn3C)cc2)cc1	7	12	-3	i	-2	-13	1	0	1.0
Cc1cc(/C=C2/SC(=O)NC2=O)c(C)n1-c1ccc(N2CCOCC2)cc1	7	-6	-4	i	-2	12	-6	-4	0.5
Cc1ccc(S(=O)(=O)NNC(=O)c2ccccc2-n2cccc2)cc1	-3	-5	6	i	-6	2	4	4	0.4
COc1cc(CNCCc2ccccc2)ccc1OCC(N)=O	2	-7	2	i	-6	1	-11	-1	0.3
COc1ccc(/C=N/N2CCN(C)CC2)c(OC)c1OC	0	-5	20*	i	-4	0	-7	1	1.1
COc1cccc(CNC(=O)c2cc(C3CC3)nc3c2cnn3C(C)C)c1	-1	20	-12	i	-3	6	4	1	-1.1
CCCCOc1ccc(C(=O)N/C(=C\c2cccc([N+](=O)[O-])c2)C(=O)OCCC)cc1	-3	12	2	i	-3	-6	1	1	-1.1
COc1cc(/C=N/NC(=O)c2ccc(CSc3nncn3C)cc2)ccc1OCC(=O)N1CC(C)OC(C)C1 (stereo not given)	2	-1	6	i	-9	-10	-2	3	2.4
CN(C)/C(=N\S(=O)(=O)c1ccc(F)cc1)c1ccccc1	3	-7	-2	i	-3	5	1	0	0.1
O=C1CC(NNc2ccccc2)C(=O)N1c1ccc(N2CCCCC2)cc1 (stereo not given)	-1	-6	-10	i	-2	-12	7	0	2.8
O=C(Nc1ccccc1)c1cccc(S(=O)(=O)N2CCCCC2)c1	5	1	5	i	-1	6	-2	-2	0.5
Oc1[nH]c2ccccc2c1C1=NCCCC1	4	-9	-4	i	2	8	4	-4	4.9*
Cc1ccc(NC(=O)/C(C#N)=C/c2cn(CC(=O)NCc3ccco3)c3ccccc23)cc1C	-7	-12	3	.	-2	-53	9	-3	0.8
Cc1ccc(S(=O)(=O)N2C[C@H]3C(=O)C[C@@H]4C(=O)N(c5ccccc5)C(=O)[C@@H]4[C@@H]3C[C@@H]2c2ccccc2)cc1	-1	75*	0	i	-10	-12	-4	3	-0.6
CC(=O)/C(C[N+]1(C)CCCCC1)=N\O	-2	-8	23*	i	-8	-125	-7	1	-0.5
C1N2CN3CN1CN(C2)C3	-3	-6	0	i	-2	1	-4	-3	1.0
CCOC(=O)c1c(C)[nH]c(C(=O)OCC(=O)N2CCN(S(=O)(=O)c3ccccc3)CC2)c1C	-3	-3	-7	i	-11	-4	3	1	-0.8
COCCCn1c(C)nnc1SCC(=O)NNC(=O)COc1ccc(Cl)cc1	5	-2	4	i	-2	-7	0	0	-0.7
O=C(COc1ccc(S(=O)(=O)NC2CCCCC2)cc1)NC1CC1	0	-3	8	i	-10	-4	3	6	0.5
CC(c1ccccc1)n1c(S(=O)(=O)O)nc2ccccc21 (stereo not given)	5	-4	-3	i	-3	-24	1	4	0.3
Clc1ccccc1-c1nc(-c2cccnc2)no1	-5	-10	3	i	-4	7	1	-3	0.6
CC1=C(C(=O)Nc2ccc(C)cc2C)C(c2ccc(Cl)cc2)n2nc(C(=O)OC(C)C)nc2N1 (stereo not given)	1	-4	-5	i	-3	-3	2	3	0.8
CC(=O)Nc1ccc(NC(=O)CN2C(=O)COc3ccc(S(=O)(=O)N4CCOCC4)cc32)cc1	3	-4	-1	i	-2	-9	-4	2	0.0
Cc1cc(C(=O)N/N=C/c2ccc3c(c2)OCO3)c2ccccc2n1	-5	-1	-8	i	-4	1	5	-1	2.3
CCCN1CCC(N(CCc2ccccc2)Cc2ccccc2)CC1	-2	-3	2	i	2	-2	1	1	0.8
CC(=O)N1CCC(CCCC2CCN(C(C)=O)CC2)CC1	4	-9	-9	i	-2	-1	-2	-1	-0.9
CNC[C@H](CC1CCCCC1)NC[C@H](CO)NCCc1cccc(C(F)(F)F)c1	4	-6	4	i	-7	0	0	1	-1.0
CCOc1cc(/C=C/C(=O)O)ccc1OCCOc1ccccc1	-4	-5	-1	i	-10	3	1	2	0.7
C[C@H](CO)N1C[C@H](C)[C@@H](CN(C)Cc2ccccc2)OCCCC[C@H](C)Oc2ccc(N(C)C)cc2C1=O	5	-8	1	i	8.7*	-11	1	0	-0.4
O=C1NCCO1	6	-7	3	i	0	-12	-3	-2	-0.9
COc1ccc(OCC(=O)NC(=S)Nc2ccc(S(=O)(=O)Nc3cc(OC)nc(OC)n3)cc2)cc1	-3	-5	2	i	-9	49*	-2	1	1.9
CC(=O)N(CN1C(=O)c2ccc([N+](=O)[O-])cc2C1=O)c1ccc(F)cc1	7	32	-1	i	6	11	7	3	-1.7
O=S(c1ccc2ccccc2c1)c1cnns1 (stereo not given)	-10	0	0	i	2	-5	0	-3	0.8
COc1ccccc1CN1CC(C(=O)NCCCc2ccc(F)cc2)CCC1=O (stereo not given)	1	-1	-7	i	-10	-3	1	-1	1.2
NC(=O)c1cccc(-c2csc(C(O)c3cccc(Cl)c3)n2)c1 (stereo not given)	0	2	-8	i	0	-3	3	-2	0.3
Cc1cccc(-n2nnnc2SCC(=O)c2cc(C)n(Cc3ccco3)c2C)c1	-3	7	-10	i	-1	-93	7	-5	0.2
CC(NC(=O)c1cc2c(=O)n(C)c3ccccc3c2n1C)c1ccc2c(c1)OCCO2 (stereo not given)	7	20	-1	i	-1	23	3	7.6*	-0.3
COc1ccc(CN2CCN(C(C)C(=O)NC(C)c3ccc(F)cc3)CC2)cc1F (stereo not given)	3	-2	2	i	-3	-17	2	-1	-0.1
O=C(NCCCc1ccccn1)C1CCC(=O)N(Cc2cccc(F)c2)C1 (stereo not given)	-2	-10	-7	i	-2	-1	-1	-5	-0.2
CC(=O)c1ccc(S(=O)(=O)N2CCN(C(=O)C3CCCC3)CC2)cc1	3	-1	-2	i	-4	-5	5	2	-0.6
C[C@H](CO)N1C[C@H](C)[C@H](CN(C)C(=O)Nc2ccccc2)OCc2cnnn2CCCC1=O	1	-7	-7	i	-4	8	2	-3	1.5
CCOC(=O)c1cccc(S(=O)(=O)N2CCOCC2)c1	0	-2	11	i	-1	-5	-3	3	0.4
COc1ccc(C(=O)Nc2ccc(S(=O)(=O)Nc3ncccn3)cc2)cc1OC	-11	2	21*	i	-1	5	2	-2	0.8
COc1ccc(C(=O)NC(=S)Nc2ccc(N3CCCC3)cc2)cc1	-2	9	-13	i	-4	35	2	3	-0.5
COc1ccc(CCNC(=O)CCCCC(=O)NCCc2ccc(OC)c(OC)c2)cc1OC	3	-6	7	i	-1	5	-1	-1	1.1
COCCNC(=O)Cn1c(=O)n(CCCCCC(=O)Nc2ccccc2)c(=O)c2sccc21	1	-12	-20	i	-7	7	-4	0	-0.7
COC(=O)c1cccc(Nc2ncnc3ccc(C)cc23)c1	0	2	-11	i	-5	-15	1	-2	1.4
CN(C)c1cc(-c2ccc(C#N)cc2)oc(=O)c1Cl	4	4	-1	i	-1	-2	2	-4	0.9
O=C(O)c1cccc(S(=O)(=O)Nc2cccc(S(=O)(=O)Nc3ccc(Br)cc3)c2)c1	0	-1	-10	i	-3	4	-1	2	-0.6
CCOc1ccc2[nH]c3c(=O)n(CCc4ccc(OC)cc4)cnc3c2c1	3	-7	-6	i	-6	2	-1	-4	-0.6
